# Bioassay records from PubChem.
# GASC1 inh = KDM4C (human) demethylase inhibition | GST-KDM4C 2-372, H3K9me3 peptide, LANCE TR-FRET | 96,000 compounds, 0.15% hits | Q9H3R0 | inhibition, % at 12.5 µM | AID 720574;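 active = mean replicate inhibition above about 25%, with at least 55% of replicates also reaching it, limit read from the data, passing the limit was not always enough; inconclusive = only one of those two conditions met; inactive = neither condition met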
# Target sequence (Q9H3R0 2-372 limits assumed): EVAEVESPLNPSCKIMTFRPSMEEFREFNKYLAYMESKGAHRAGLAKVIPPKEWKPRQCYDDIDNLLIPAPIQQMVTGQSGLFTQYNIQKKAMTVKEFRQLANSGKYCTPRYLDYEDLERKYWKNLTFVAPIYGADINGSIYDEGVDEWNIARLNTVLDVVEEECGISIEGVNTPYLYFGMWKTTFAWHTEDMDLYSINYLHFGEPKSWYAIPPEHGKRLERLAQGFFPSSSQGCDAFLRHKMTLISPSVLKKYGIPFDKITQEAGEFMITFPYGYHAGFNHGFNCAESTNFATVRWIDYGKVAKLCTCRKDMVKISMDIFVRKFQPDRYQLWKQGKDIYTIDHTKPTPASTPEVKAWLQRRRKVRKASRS
#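 System – N-terminal GST-fused human GASC-1 (KDM4C) fragment, residues 2-372 · Input – enzyme final amount 10 nM · Technique – LANCE TR-FRET, Eu antibody, ULight-streptavidin, EDTA, ex 340 nm, em 618/671 nm · Medium – HEPES buffer, pH 7.5, plus ascorbate · Incubation – enzyme reaction 30 min, then detection 60 min, both room temperature · Reagent – H3K9me3 peptide with Fe(II)/2OG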
# C diff HTS = inhibitors of Clostridium difficile growth | Clostridium difficile clinical isolate growth, OD600, 24 h; active compounds read low | 86,000 compounds, 0.25% hits | AID 1259249 | growth activity, negative = inhibition, % at 16 µg/mL (by protocol);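 active = mean growth activity at or below -80% and every replicate also at or below -80%; inconclusive = mean at or below -80% but some replicate above -80%; inactive = mean growth activity above -80%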;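 also: 0% = DMSO wells and -100% = levofloxacin 16 µg/mL wells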
# T cruzi growth = T. cruzi proliferation inhibition | 77,000 compounds, 5.9% hits | T. cruzi beta-gal in NIH3T3, GalScreen luminescence, 90 h | inhibition, % at 8.34 µM;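 active = mean inhibition above about 93%, with at least 55% of replicates each passing it, limit read from the data, passing the limit was not always enough; inconclusive = only one of those two conditions holds; inactive = neither condition holds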
# Pf Dd2 inh = P. falciparum Dd2 growth inhibition | AID 1159554 | 94,000 compounds, 2.3% hits | SYBR Green, 72 h; active compounds read low | activity change, % at 10 µM; in the data active = activity change below about -80%; inconclusive = no clear call, values can overlap the other calls
# * marks the source's active call; other numbers are inactive results; u = inconclusive; x = not tested or not shown; & = joins results of further samples.
Compound,Pf Dd2 inh,T cruzi growth,C diff HTS,GASC1 inh
N#C[C@H]1[C@@H](c2ccc(C3=CCCCC3)cc2)[C@H](CO)N1C(=O)c1ccccn1,-3,31,9,0.1
O=C1CN(S(=O)(=O)c2cccc(F)c2)C[C@@H]2[C@H](c3ccc(C4=CCCC4)cc3)[C@H](CO)N12,-21,x,-2,-0.5
O=C(C[C@H]1CC[C@H]2[C@@H](COC[C@H](O)CN2C(=O)c2ccccc2F)O1)NCc1ccc(F)cc1,-2,-17,x,3.7
C[C@H](O)C#Cc1cnc2c(c1)C(=O)N([C@@H](C)CO)C[C@H](C)[C@@H](CN(C)Cc1cccc(F)c1)O2,-4,13,-3,-0.2
CC(C)NC(=O)Nc1ccc2c(c1)CC(=O)N([C@H](C)CO)C[C@H](C)[C@H](CN(C)C(=O)Nc1ccc3c(c1)OCO3)O2,2,8,5,-2.0
C[C@H](CO)N1C[C@H](C)[C@@H](CN(C)S(=O)(=O)c2ccccc2)OCCCC[C@H](C)Oc2ccc(NS(=O)(=O)c3ccc(Cl)cc3)cc2C1=O,-4,114*,-7,25
Cc1cccc(S(=O)(=O)N(C)C[C@@H]2OCc3cn(nn3)CCCC(=O)N([C@H](C)CO)C[C@H]2C)c1,-3,-2,x,x
C[C@H](CO)N1C[C@H](C)[C@H](CN(C)Cc2ccccc2)Oc2c(NC(=O)Nc3ccc(F)cc3)cccc2C1=O,-5,16,5,-0.5
Cc1ccc(-c2ccc3c(c2)O[C@@H](CN(C)C(=O)Nc2ccc(C(F)(F)F)cc2)[C@@H](C)CN([C@@H](C)CO)S3(=O)=O)cc1,-43,78,7,-1.1
C[C@@H]1CN([C@@H](C)CO)C(=O)c2cccc(NC(=O)NC3CCCCC3)c2O[C@H]1CN(C)S(=O)(=O)c1ccc(Cl)cc1,-24,x,-9,0.3
O=C(CN1CCOCC1)N1CCCCN2[C@H](C1)[C@@H](c1ccc(/C=C/c3ccccc3)cc1)[C@@H]2CO,-12,83,-8,-1.9
COc1ccccc1CNC(=O)C[C@@H]1CC[C@@H](NC(=O)CN(C)C)[C@@H](CO)O1,1,38,2,0.6
C[C@H]1CN([C@@H](C)CO)C(=O)c2cccc(NC(=O)C3CCCCC3)c2O[C@H]1CN(C)C(=O)Nc1ccc(F)cc1,-1,17,5,0.9
CO[C@@H](CN(C)S(=O)(=O)c1ccc(F)cc1)[C@@H](C)CN(Cc1ccccc1Cl)[C@@H](C)CO,-40,58,x,0.6
C[C@@H](NC(=O)C[C@H]1CC[C@@H](NC(=O)C2CC2)[C@H](CO)O1)c1ccccc1,-26,x,-3,-1.5
COc1ccccc1-c1cnc2c(c1)C(=O)N([C@@H](C)CO)C[C@H](C)[C@H](CN(C)C(=O)c1cccnc1)O2,-44,x,1,0.3
CC(C)(C)S(=O)N1Cc2cc(C(=O)N[C@@H]3CCN(Cc4ccccc4)C3)nc(-c3cccc(C#CCC4CCCC4)c3)c2[C@H]1CCO (stereo partly specified),-76,x,-5,x
CCOC(=O)CCCCCC(=O)Nc1ccc2c(c1)C(=O)N([C@H](C)CO)C[C@H](C)[C@@H](CN(C)C(=O)Nc1ccccc1)OCCCC[C@@H](C)O2,-23,x,-4,x
C[C@H](O)C#Cc1cnc2c(c1)C(=O)N([C@H](C)CO)C[C@@H](C)[C@@H](CN(C)C(=O)CC1CC1)O2,x,1,3,-0.3
C[C@@H]1CN([C@H](C)CO)C(=O)c2cccc(NS(C)(=O)=O)c2O[C@H]1CN(C)S(=O)(=O)c1ccc(F)cc1,29,-56,x,3.6
COc1ccc(NC(=O)Nc2ccc3c(c2)CC(=O)N([C@H](C)CO)C[C@H](C)[C@H](CN(C)C(=O)NC2CCCCC2)O3)cc1,17,32,-4,-0.8
CCCC(=O)N1CC2(C1)CN(Cc1ccc(Cl)cc1)[C@H](CO)c1[nH]c3cc(OC)ccc3c12,-90*,x,2,-0.2
C[C@H](CO)N1C[C@H](C)[C@H](CN(C)C(=O)Nc2cccc3ccccc23)Oc2ccc(NS(=O)(=O)c3ccccc3)cc2C1=O,-17,26,-5,-2.4
CCC(=O)N1C[C@@H](C)[C@H](OC)CN(C)C(=O)c2cc(NC(=O)c3ccc(F)cc3)ccc2OC[C@H]1C,-17,53,x,1.7
C[C@@H]1CN([C@H](C)CO)C(=O)c2cccc(NS(=O)(=O)c3cccs3)c2O[C@H]1CN(C)Cc1ccc(C(F)(F)F)cc1,-79,47,-2,-0.8
O=C(Nc1cccc(F)c1)N1CCCCN2[C@@H](CO)[C@H](c3ccc(-c4ccccc4F)cc3)[C@@H]2C1,-30,110*,47,-0.8
C[C@H](CO)N1C[C@H](C)[C@H](CN(C)S(=O)(=O)c2cccc(F)c2)Oc2ncccc2C1=O,-11,x,-3,-4.0
C[C@@H]1CN([C@H](C)CO)C(=O)c2cc(-c3ccccc3F)cnc2O[C@H]1CN(C)Cc1cccc(C(=O)O)c1,22,36,-2,0.2
COc1ccc2c3c([nH]c2c1)[C@H](CO)N(C(=O)c1ccncc1)CC31CN(C)C1,51,x,-3,1.3
COC(=O)C[C@@H]1CC[C@@H]2[C@@H](COc3ccc(NC(=O)Nc4cccc(C#N)c4)cc3C(=O)N2C)O1,26,-3,0,2.2
COc1ccc(NC(=O)N(C)C[C@H]2OCCCC[C@@H](C)Oc3ccc(NS(=O)(=O)c4ccc(C)cc4)cc3C(=O)N([C@@H](C)CO)C[C@@H]2C)cc1,-62,11,x,0.4
COc1ccccc1CNC(=O)C[C@@H]1C[C@H]2c3cc(NS(C)(=O)=O)ccc3O[C@H]2[C@H](CO)O1,-4,27,1,2.7
CCNC(=O)C[C@@H]1CC[C@H]2[C@H](COc3ccc(NC(C)=O)cc3C(=O)N2C)O1,-8,33,-3,-1.1
Cc1ccc(S(=O)(=O)Nc2ccc3c(c2)C(=O)N([C@H](C)CO)C[C@@H](C)[C@H](CN(C)S(=O)(=O)c2c(C)noc2C)OCCCC[C@H](C)O3)cc1,-50,46,-9,0.3
COc1ccc(S(=O)(=O)N(C)C[C@H]2Oc3ccc(NS(=O)(=O)c4ccccc4)cc3C(=O)N([C@@H](C)CO)C[C@@H]2C)cc1,10,-7,-9,-1.0
COc1ccccc1S(=O)(=O)N[C@H]1CC[C@H](CCn2cc(C3CCCCC3)nn2)O[C@@H]1CO,23,-8,x,-1.9
COC(=O)C[C@H]1CC[C@H](NC(=O)c2ccccc2)[C@H](CO)O1,18,-19,-1,-0.8
Cc1noc(C)c1NC(=O)N(C)C[C@H]1Oc2ccc(NS(=O)(=O)c3ccc(Cl)cc3)cc2CC(=O)N([C@@H](C)CO)C[C@@H]1C,44,24,23,-0.9
COCC#Cc1cnc2c(c1)C(=O)N([C@@H](C)CO)C[C@@H](C)[C@@H](CN(C)C(=O)c1cnccn1)O2,28,16,-6,0.3
C[C@@H]1CCCCO[C@H](CN(C)C(=O)C2CCCCC2)[C@H](C)CN([C@@H](C)CO)C(=O)c2cc(NC(=O)CCCCCC(=O)Nc3ccccc3N)ccc2O1,-74,102,1,-0.2

# Continued, starting with the last five of the part before.
Compound,Pf Dd2 inh,T cruzi growth,C diff HTS,GASC1 inh
COc1ccccc1S(=O)(=O)N[C@H]1CC[C@H](CCn2cc(C3CCCCC3)nn2)O[C@@H]1CO,23,-8,x,-1.9
COC(=O)C[C@H]1CC[C@H](NC(=O)c2ccccc2)[C@H](CO)O1,18,-19,-1,-0.8
Cc1noc(C)c1NC(=O)N(C)C[C@H]1Oc2ccc(NS(=O)(=O)c3ccc(Cl)cc3)cc2CC(=O)N([C@@H](C)CO)C[C@@H]1C,44,24,23,-0.9
COCC#Cc1cnc2c(c1)C(=O)N([C@@H](C)CO)C[C@@H](C)[C@@H](CN(C)C(=O)c1cnccn1)O2,28,16,-6,0.3
C[C@@H]1CCCCO[C@H](CN(C)C(=O)C2CCCCC2)[C@H](C)CN([C@@H](C)CO)C(=O)c2cc(NC(=O)CCCCCC(=O)Nc3ccccc3N)ccc2O1,-74,102,1,-0.2
C[C@@H]1CN([C@H](C)CO)C(=O)CCCn2cc(nn2)CO[C@@H]1CN(C)C(=O)Cc1ccccc1,5,33,-2,0.6
Cc1ccc(S(=O)(=O)N(C)C[C@@H]2Oc3ccc(N(C)C)cc3CC(=O)N([C@@H](C)CO)C[C@H]2C)cc1,-14,x,-1,0.0
O=C(NCC1CC1)[C@@H]1[C@@H](CO)[C@@H]2Cn3c(ccc(-c4cccc(F)c4)c3=O)[C@@H]2N1CC1CCCC1,-28,71,16,9.8
Cc1ccc(S(=O)(=O)Nc2ccc3c(c2)CC(=O)N([C@H](C)CO)C[C@H](C)[C@@H](CN(C)C(=O)NC(C)C)O3)cc1,35,44,-1,-2.0
C[C@@H]1CCCCO[C@H](CN(C)C(=O)Nc2ccccc2)[C@H](C)CN([C@@H](C)CO)C(=O)c2cc(NC(=O)c3ccncc3)ccc2O1,-38,36,-12,-3.3
Cc1noc(C)c1NC(=O)Nc1ccc2c(c1)C(=O)N([C@H](C)CO)C[C@H](C)[C@H](CN(C)S(=O)(=O)c1cn(C)cn1)OCCCC[C@@H](C)O2,55,8,-21,-1.5
O=C(Nc1cc(F)ccc1F)N1C[C@H]2[C@@H](c3ccccc31)[C@@H](CO)N2Cc1ccncc1,-26,49,2,0.3
C[C@@H]1CN([C@H](C)CO)C(=O)c2cc(-c3ccncc3)cnc2O[C@H]1CN(C)C(=O)Cc1ccccn1,14,-28,-1,-1.8
Cc1ccc(S(=O)(=O)N(C)C[C@@H]2Oc3ncc(Br)cc3C(=O)N([C@H](C)CO)C[C@@H]2C)cc1,-4&-9,x,3&-2,-0.6
CO[C@H](CN(C)S(=O)(=O)c1cccc(Cl)c1)[C@@H](C)CN([C@H](C)CO)S(=O)(=O)c1ccc(Cl)cc1,-26,94,x,-2.3
C[C@@H]1CN([C@H](C)CO)C(=O)c2c(c3ccccc3n2C)-c2ccccc2CO[C@@H]1CN(C)C,-21,u,-2,-0.2
CC(C)[C@H](C)NC(=O)N(C)C[C@@H]1OCc2ccccc2-c2ccccc2C(=O)N([C@H](C)CO)C[C@H]1C,22,-1,4,1.2
CCCN(C)C[C@H]1Oc2ncc(C#Cc3ccccc3OC)cc2C(=O)N([C@H](C)CO)C[C@H]1C,-87*,x,3,-3.2
CC=Cc1ccc2n(c1=O)C[C@@H]1[C@@H](CO)[C@H](C(=O)NCC3CCCCC3)N(C(C)=O)[C@H]21 (mixture of isomers),1,58,3,-2.2
COc1ccc2c3c(n(C)c2c1)[C@@H](CO)N(Cc1ccncc1)CC31CN(C(=O)C2CCC2)C1,-8,x,0,-0.6
CCS(=O)(=O)NCC[C@H]1CC[C@H](NC(=O)C2CCCC2)[C@@H](CO)O1,9,x,-3,1.8
O=C(C1CC1)N1C[C@@H]2[C@H](c3ccccc31)[C@@H](CO)N2C(=O)c1ccccc1,-7,6,-7,-0.5
C[C@H](CO)N1C[C@H](C)[C@@H](CN(C)S(=O)(=O)c2cn(C)cn2)Oc2ccc(NC(=O)CCN3CCOCC3)cc2CC1=O,5,-15,0,-0.2
CCCN1[C@H](CO)[C@H](c2ccc(C#CC(C)C)cc2)[C@@H]1CN(C)S(C)(=O)=O,-17,x,0,-0.1
CC(=O)N1CC2(C1)[C@@H](c1ccc(-c3cccc(F)c3)cc1)[C@@H](CO)N2CC1CCCC1,u,x,28,-2.2
CCNC(=O)C[C@H]1CC[C@@H]2[C@H](COC[C@@H](O)CN2C(=O)Nc2ccc(C(F)(F)F)cc2)O1,8,-31,62&60,1.5
C[C@H]1CN([C@@H](C)CO)C(=O)c2cc(-c3cccnc3)cnc2O[C@H]1CN(C)C(=O)NC1CCCC1,29,72,1,0.2
C[C@@H]1CCCCO[C@H](CN(C)C(=O)Nc2ccc(F)cc2)[C@@H](C)CN([C@@H](C)CO)C(=O)c2cc(NC(=O)CCCN(C)C)ccc2O1,-37,x,6,3.1
C[C@@H]1CN([C@@H](C)CO)C(=O)c2cc(-c3cccnc3)cnc2O[C@@H]1CN(C)Cc1ccc(Oc2ccccc2)cc1,3,-15,2,1.5
COc1cccc(NC(=O)N2CC(=O)N3[C@H](CO)[C@H](c4ccc(Br)cc4)[C@@H]3C2)c1,-1,x,2,0.6
Cc1noc(C)c1S(=O)(=O)Nc1ccc2c(c1)C(=O)N([C@@H](C)CO)C[C@@H](C)[C@@H](CN(C)C(=O)Nc1ccc(C(F)(F)F)cc1)OCCCC[C@@H](C)O2,-60,u,9,-0.4
CO[C@@H]1CN(C)C(=O)c2cc(NC(=O)C3CCCCC3)ccc2OC[C@H](C)N(Cc2nccs2)C[C@@H]1C,-56,21,-6,1.6
